Screens deposited in PubChem by National Center for Advancing Translational Sciences (NCATS).
HepG2 viability = qHTS for Inhibitors of TGF-b: Cytotox Counterscreen; HepG2 CAGA-GFP viability, ATP luminescence, 18 h; Potency, µM (series often up to 46.1 µM), for the others: top-dose activity change, negative = cytotoxicity, usual class: cytotoxic; hit rate 0.76% among 410,000; AID 588856, 2011; further: potency means the concentration at half of the fitted maximal effect; some results filed as inactive show a strong effect at the top dose
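HepG2 CAGA-GFP cells (1000/well, DMEM with 1% FBS) received compound, then TGF-beta at 500 pg/mL final, and were incubated 18 hours at 37 degrees C. Viability was read by CellTiter-Glo luminescence. Media-only wells were set as complete cell-killing and DMSO as no toxicity.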
IL-1B inflam inh = qHTS for Inhibitors of Inflammasome Signaling: IL-1-beta AlphaLISA Primary Screen; hit rate 4.7% among 360,000; THP-1 LPS/ATP IL-1B secretion, AlphaLISA, 16 h; active compounds read low; AID 743279, 2014; activity change, % at 57.5 µM; in the data active means activity change below about -50%; inconclusive means mostly about -30% to -49%; further: on the % scale 0 is the no-effect control and ±100 the full control effect
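Secreted IL-1B measured by AlphaLISA bead assay after 16 h compound exposure of THP-1 cells; compounds (final up to 57.5 uM) added 1 h before LPS (250 ng/mL) and ATP (1.25 mM) stimulation; lower signal means less secretion.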
HT1080 IDH1KD tx = qHTS for induction of synthetic lethality in tumor cells producing 2HG: qHTS for the HT-1080-IDH1KD cell line; hit rate 2% among 360,000; AID 686971, 2013; HT-1080 IDH1 knockdown viability, ATP luminescence, 48 h; Potency, µM (top dose mostly 46.1 µM), without a hit: at the top dose activity, negative = toxicity, most hits filed as cytotoxic;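 further: potency means the concentration at half of the fitted maximal effect; 0% = DMSO wells and -100% = cell-free medium wells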
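Knockdown cells (IDH1KD HT-1080) received compounds 2 h after plating at 750 cells/well and were kept 48 h at 37 °C in 5% FBS RPMI. A CellTiter-Glo luminescence read gave % activity for curve fitting.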
S2 tox = Viability Counterscreen for Primary qHTS for Inhibitors of ATXN expression; hit rate 0.49% among 400,000; Potency, µM (doses to about 56.7 µM), actives largely listed as cytotoxic; S2 cells (HEK-293 line with an ATXN2-luciferase reporter) viability, CellTiter-Fluor protease fluorescence, 24 h; further: potency means the concentration at half of the fitted maximal effect; nearly all actives have a fitted effect of over 40% in size
MCF10A rerep = A quantitative high throughput screen for small molecules that induce DNA re-replication in MCF 10a normal breast cells | MCF 10A DNA re-replication, Hoechst nuclear intensity, 48 h | Potency, µM (highest dose often 46.1 µM), without a hit: at the highest dose activity, positive = re-replication, actives largely listed as activators | hit rate 2.9% among 350,000 | AID 624296, 2012; further: potency means the concentration at half of the fitted maximal effect; % of control where 0% means no effect; nearly all actives have a fitted effect of over 50% in size
SW480 rerep = A quantitative high throughput screen for small molecules that induce DNA re-replication in SW480 colon adenocarcinoma cells. SW480 DNA re-replication, Hoechst DNA content imaging, 48 h. Potency, µM (titrated, usually from 46.1 µM), for the others: at the top dose re-replication activation, usual class: activators. hit rate 1.8% among 340,000; further: potency means the concentration at half of the fitted maximal effect; % of control where 0% means no effect; nearly all actives have a fitted effect of over 55% in size
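DNA re-replication was detected as more nuclei of elevated Hoechst intensity after 48 hr exposure to compound (23 nL pinned per well of 250 cells).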
ATXN2 expr inh = Primary qHTS for Inhibitors of ATXN expression; HEK-293 ATXN2-luciferase reporter, luminescence, 24 h; Potency, µM (titrated, usually from 57 µM), for inactives: top-dose activity change, negative = inhibition, most hits filed as inhibitors; hit rate 0.72% among 360,000; AID 1745845, 2022; further: potency means the concentration at half of the fitted maximal effect; on the % scale 0 is the no-effect control and ±100 the full control effect; nearly all actives have a fitted effect of over 55% in size
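qHTS (up to 57 uM final) was run with 24 h compound exposure of reporter cells at 37 °C. Each well was multiplexed: SteadyGlo luminescence measured ATXN2-luciferase expression after a fluorogenic Gly-Phe-AFC viability readout (25 uM final).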
KB-3-1 cytotox = qHTS assay for MDR1-selective chemotherapeutics: Primary screen using the parental adenocarcinoma cell KB-3-1 | KB-3-1 viability, CellTiter-Glo ATP luminescence, 72 h | Potency, µM (highest dose often 46.1 µM), inactives show at the highest dose activity change, negative = cytotoxic, actives largely listed as cytotoxic | hit rate 1.4% among 400,000 | AID 1347075, 2019; further: potency means the concentration at half of the fitted maximal effect; on the % scale 0 is the no-effect control and ±100 the full control effect; nearly all actives have a fitted effect of over 60% in size
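Multi-concentration cytotoxicity screen in KB-3-1 cells grown in DMEM lacking phenol red with 10% FBS. After 72 h at 37 °C with compound, ATP-dependent luminescence was recorded.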
HT1080NT lethal = qHTS for induction of synthetic lethality in tumor cells producing 2HG: qHTS for the HT-1080-NT fibrosarcoma cell line; hit rate 1.6% among 360,000; Potency, µM (titrated, usually from 46.1 µM), without a hit: at the highest dose activity, negative = less viability, actives largely listed as cytotoxic; AID 686970, 2013; HT-1080-NT fibrosarcoma viability, CellTiter-Glo ATP luminescence, 48 h;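 further: NT is the 2HG producing partner of a matched IDH1 knockdown line; potency means the concentration at half of the fitted maximal effect; 0% = DMSO-treated cells and -100% = media-only wells without cells; nearly all actives have a fitted effect of over 55% in size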
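Toxicity toward the 2HG-producing NT line was scored as %Activity, normalised to DMSO and no-cell wells, from CellTiter-Glo luminescence after 48 hours' treatment.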
Numbers without * were called inactive; i = inactive; ? = inconclusive; . = not tested or not shown; & = joins results of further samples; [ ] = another dose, or the depositor's remark. Unless noted, the call rests on the fitted dose curve; in most records, active means well fitted curve in the direction sought with a large enough effect; inconclusive means small, poorly fitted or top-dose-only effect, or another doubt; inactive means no such curve, though single readings can be large; an effect the other way counts as inactive or inconclusive.

smiles	HepG2 viability	ATXN2 expr inh	S2 tox	HT1080NT lethal	SW480 rerep	IL-1B inflam inh	KB-3-1 cytotox	HT1080 IDH1KD tx	MCF10A rerep
CC(NS(=O)(=O)c1ccc2[nH]c(=O)[nH]c2c1)c1ccc(F)cc1 (configuration not stated)	-3%	.	i	-4%	.	16	-7%	1%	.
CNc1nc(C)nc(N/N=C/c2ccccc2)n1	3%	30%	i	2%	1%	46	-4%	13%	8%
O=S(=O)(Cc1ccccc1)Oc1ccccc1	-4%	19%	i	20%	0%	9	3%	10%	2%
COc1cccc(S(=O)(=O)Nc2ccc3c(c2)C(=O)N(C)C[C@H](OC)[C@H](C)CN(Cc2ccccc2F)[C@@H](C)CO3)c1	.	.	.	?	.	?	?	?	.
CC1(C(=O)NS(=O)(=O)c2cccs2)CCN1C(=O)CC1CCCC1 (configuration not stated)	-2%	7%	i	12%	.	27	0%	?	.
Cc1ccccc1C1CC(=O)Oc2cc(O)ccc21 (configuration not stated)	-15%	-8%	i	8%	0%	48	5%	5%	1%
CCCNC(=O)Cn1cnc2sc(C(=O)Nc3ccc4c(c3)OCO4)c(C)c2c1=O	-8%	6%	i	9%[9.24 µM]	-2%	0	1%	7%	-5%
Cc1nc2c(OCc3cc(Cl)cc(Cl)c3)cccn2c1N(C)C(=O)CCC1CCCC1	-84%	?	i	?	.	-67*	?	?	.
CC(=O)C1=C(O)C(=O)N(c2cc(C(C)(C)C)on2)C1c1ccc(C(C)C)cc1 (configuration not stated)	-2%	1%	?	-8%	1%	8	7%	-14%	8%
Cc1cccc(NC(=O)Nc2ccccc2[N+](=O)[O-])n1	1%	22%	i	4%	-1%	-3	?	0%	0%
COc1ccccc1-c1cn[nH]c1-c1ccc(OCc2ccc(F)cc2)cc1O	-35%	-14%	i	?	13%	-52*	-7%	?	?
CCCS(=O)(=O)NC(=O)C1(C)CCN(C(=O)c2ccc(OC(F)F)cc2)C1 (configuration not stated)	-9%	11%	i	7%	.	18	0%	?	.
O=[N+]([O-])c1cc(Cc2ccccc2)cc(C=Nc2ccc(N3CCOCC3)cc2)c1O	6%	1%	i	-3%	-2%	-22	15%	8%	?
COc1ccc(CN(CC(=O)NC2CCCCC2)C(=O)CCC(=O)Nc2nccs2)cc1	-6%	-9%	i	2%	-21%	1	13%	9%	-22%
CCCNC(=S)Nc1ccc(F)cc1F	-2%	-11%	i	4%	-1%	27	2%	-5%	9%
O=C(NC1CCCCC1)C(c1ccc(C(F)(F)F)cc1)n1c(=O)c(-c2ccccc2)nc2ccccc21 (configuration not stated)	.	.	.	-20%	.	27	-8%	0%	.
CS(=O)(=O)c1ccc(N)c(SSc2cc(S(C)(=O)=O)ccc2N)c1	-12%	7%	i	-5%	-4%	-95*	8%	-4%	3.7µM*
CCOc1cccc(C(=O)Nc2nc(-c3ccc(S(=O)(=O)N4CCOCC4)cc3)cs2)c1	-2%	-17%	i	-5%	-4%	-9	-7%	-17%	0%
Cc1cc(-c2cc(-c3ccc(Cl)cc3)nc(N)c2C#N)co1	-36%	-11%	i	?	7.3µM*	17	-3%	?	2.6µM*
O=C(Cn1cnc2c(nnn2Cc2ccc(Cl)cc2)c1=O)NCC1CCCO1 (configuration not stated)	-57%	-2%	i	5%	-5%	6	-14%	-8%	-3%
COc1cc(/C=N/N2CCCCC2)cc([N+](=O)[O-])c1O	-25%	4%	i	-1%	0%	-21	?	-11%	-5%
CCOC(CNc1ncnc2c1cnn2C)OCC	-31%	-11%	i	?	-4%	5	-1%	8%	-4%
CCN(c1ccccc1)S(=O)(=O)c1ccc(C(=O)NCCCN2CCOCC2)cc1	-7%	3%	i	0%	11%	10	-2%	0%	16%
Cc1ccc(-n2nnnc2-c2cccc(C)c2)cc1	5%	31%	i	-21%	1%	0	?	-20%	-2%
CCOC(=O)C[C@@H](C#N)NC(=O)[C@@H]1CCCN1C(=O)[C@@H](NC(=O)c1ccc(N)c(Cl)c1)C(C)(C)C	-39%	?	i	.	.	.	0%	.	.
O=C(CSc1nnc(-c2ccncc2)o1)Nc1cccc(Cl)c1	-10%	39%	i	17%	-5%	-19	.	-2%	-4%
Nn1c(SCc2ccc(Br)cc2)nnc1-c1cccnc1	5%	.	i	0%	3%	7	0%	13%	11%
COc1ccc(-c2n[nH]c(=S)o2)c(OC)c1	6%	10%	i	10%	0%	21	5%	12%	1%
CCOC(=O)N(O)c1ccc(C=Cc2ccccc2)cc1	-37%	?	?	3%	12µM*	?	?	0%	?
C/C=C/C=N/NC(=O)CN(c1ccc(Br)cc1)S(=O)(=O)c1ccccc1	14%	5%	?	5%	1%	-7	9%	16%	15%
C[C@@H]1CN([C@H](C)CO)C(=O)c2c(c3ccccc3n2C)-c2ccccc2CO[C@H]1CN(C)Cc1ccc(Oc2ccccc2)cc1	-52%	?	?	?	.	-20	?	?	.
Nc1ccccc1C#Cc1ccc([N+](=O)[O-])cc1	-41%	63%[activator]	?	-20%	?	-11	-7%	-10%	?
CC1=C(C/C=C(\C)CCCC(C)CCCC(C)CCCC(C)C)C(=O)c2ccccc2C1=O (configuration not stated)	-9%	6%	i	16%	?	23	0%	-2%	-18%&9%
CC(C)C(=O)OCc1cc(=O)n2nc(C3CCCCC3)sc2n1	-2%	3%	i	.	.	.	1%	.	.
O=C1c2cccnc2C(=O)N1Cc1ccc(S(=O)(=O)N2CCOc3ccccc32)cc1	-1%	0%	i	2%	2%	-14	2%	1%	-2%
CC(C)c1ccc(C2OC(CCc3ccccc3)Cc3[nH]c(=S)[nH]c(=O)c32)cc1 (configuration not stated)	.	1%	i	15%	.	34	-6%	8%	.
CC(=O)Nc1ccc(N2CCCCC2)c(C(=O)Nc2cccc(C)c2)c1	1%	4%	i	-7%	4%	-6	-23%	?	?
CCCN(CCC)S(=O)(=O)c1ccc(NC(=O)Cc2cccs2)cc1	-1%	-5%	i	-22%	-1%	-8	-3%	-23%	3%
OC1CCCN(Cc2ccc3c(c2)Cc2ccccc2-3)C1 (configuration not stated)	-31%	5%	?	-22%	-2%	-15	20%	?	25%
CCCCN1CC(COCc2ccccc2)Oc2cccc(Oc3ccc(OC)cc3)c2S1(=O)=O (configuration not stated)	1%	6%	i	-1%	-2%	25	6%	-1%	18%
COc1ccccc1-n1c(SCC(=O)NC2CCS(=O)(=O)C2)nc2cc([N+](=O)[O-])ccc21 (configuration not stated)	12%	5%	i	2%	0%	0	6%	16%	-1%
Cc1ccc2oc(=O)c3cnn(CC(=O)N(CCC(C)C)Cc4ccco4)c3c2c1	-12%	-8%	i	16%	-7%	27	9%	9%	13%
COc1ccc(S(=O)(=O)N2CCN(CC(=O)N3CCc4ccccc4C3)CC2)cc1OC	-16%	.	i	0%	2%	-13	-1%	0%	12%
CC(Sc1nnc(-c2ccc(Cl)cc2Cl)n1Cc1ccccc1)C(=O)Nc1nccs1 (configuration not stated)	-9%	-9%	i	?	18%	-24	?	?	?
CCN(Cc1nc2ccccc2c(=O)[nH]1)Cc1nc2ccsc2c(=O)[nH]1	-43%	?	i	?	?	59	-3%	-6%	0%
COc1ccc(C2CC(c3ccc(C)cc3)Nc3ncnn32)cc1 (configuration not stated)	-18%	10%	i	11%	-6%	-13	0%	3%	-1%
CCC1CO/C(=C(\C(=C(Cl)Cl)N2CCOCC2)[N+](=O)[O-])N1 (configuration not stated)	0%	1%[11.3 µM]	i	6%	-4%	8	-1%	-2%	-1%
O=C(Nc1nnc(SCCC2OCCO2)s1)C1CC(=O)N(c2ccc(F)cc2)C1 (configuration not stated)	-20%	-6%	i	-3%	5%	13	.	-11%	6%

Reprinted from above, 2 compounds:
smiles	HepG2 viability	ATXN2 expr inh	S2 tox	HT1080NT lethal	SW480 rerep	IL-1B inflam inh	KB-3-1 cytotox	HT1080 IDH1KD tx	MCF10A rerep
CCC1CO/C(=C(\C(=C(Cl)Cl)N2CCOCC2)[N+](=O)[O-])N1 (configuration not stated)	0%	1%[11.3 µM]	i	6%	-4%	8	-1%	-2%	-1%
O=C(Nc1nnc(SCCC2OCCO2)s1)C1CC(=O)N(c2ccc(F)cc2)C1 (configuration not stated)	-20%	-6%	i	-3%	5%	13	.	-11%	6%

Later entries:
smiles	HepG2 viability	ATXN2 expr inh	S2 tox	HT1080NT lethal	SW480 rerep	IL-1B inflam inh	KB-3-1 cytotox	HT1080 IDH1KD tx	MCF10A rerep
CCOc1ccc(C(CC(=O)O)NC(=O)C23CC4CC(CC(C4)C2)C3)cc1 (configuration not stated)	0%	-1%	i	1%	-10%	16	3%	-11%	2%
CCN(CC)CCNC(=S)Nc1ccc2nc(N3CCN(CC)CC3)cc(C)c2c1	-26%	?	?	-24%	?	-59*	-4%	?	?
Cc1cccc(-n2ncc3c(NC4CCCCC4)ncnc32)c1	-3%	28%	?	-16%	28%	?	-6%	-14%	-20%
Cc1cccc(OCC(=O)Nc2nc3ccc([N+](=O)[O-])cc3s2)c1	-52%	-17%	i	0%	5%	3	15%	3%	-1%

Gathered by group, the entries above with a furan ring, fused or not (two)
smiles	HepG2 viability	ATXN2 expr inh	S2 tox	HT1080NT lethal	SW480 rerep	IL-1B inflam inh	KB-3-1 cytotox	HT1080 IDH1KD tx	MCF10A rerep
Cc1cc(-c2cc(-c3ccc(Cl)cc3)nc(N)c2C#N)co1	-36%	-11%	i	?	7.3µM*	17	-3%	?	2.6µM*
Cc1ccc2oc(=O)c3cnn(CC(=O)N(CCC(C)C)Cc4ccco4)c3c2c1	-12%	-8%	i	16%	-7%	27	9%	9%	13%

Rows were taken by chance; overall some 8.9% were active at least once.
